# Screening results: PubChem BioAssay, several laboratories
# AI-2 QS mod = Vibrio harveyi AI-2 quorum sensing modulation. Vibrio harveyi JMH597 AI-2 luminescence/OD600 ratio, 9 h; active compounds read low; strain lacks LuxN and CqsS sensors; 0 = neutral-control median. activity change, % at 7.5 µM. 300,000 compounds, 0.4% hits; in the data active = activity change below about -75%, passing the limit was not always enough;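 also: luminescence divided by OD600 gain over 9 h not by final OD600 alone; inactives centre near 13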
# IEC-6 tox = counter-screen for KLF5 inhibitors: cytotoxicity in IEC-6 cells; IEC-6 cytotoxicity, luminescence viability; inhibition, % at 5 µM; 290,000 compounds, 0.78% hits; in the data active = inhibition above about 22%;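 also: 0% = plate median of test compound wells and 100% = cytotoxic reference compound wells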
# HIF activator = HIF pathway transcriptional activation. U2OS HRE-luciferase reporter, luminescence; normalized: DMSO 0%, desferrioxamine 100%. activation, % at 7.5 µM (by protocol). 300,000 compounds, 0.32% hits;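 active = mean activation of at least 10% of the iron chelator positive control signal, with at least half of replicates also reaching 10%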
# HSP90 inh = blocks HSP90-mediated luciferase refolding in reticulocyte lysate; Rabbit reticulocyte lysate, luciferase refolding luminescence, 3 h; inhibition, % at 5.6 µM; 290,000 compounds, 0.91% hits; AID 1789;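 active = inhibition above the screen-wide mean plus 3 SD, computed separately per campaign, cut at about 16% in these data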;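 also: 0% = DMSO wells and 100% = 60 µM geldanamycin wells; inhibitors lower the luminescence because luciferase stays unfolded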
# HSF1 inh = HSF1 inhibition | NIH3T3-HGL HSE-luciferase, MG132-induced, luminescence 8 h; active compounds read low | activity change, negative = inhibition, % at 7.5 µM (by protocol) | 300,000 compounds, 0.77% hits;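 active = more than half of replicate wells show activity change below -50%, luminescence cut by over half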;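 also: luciferase reports HSF-1 transcriptional activity via heat shock element; 0% = median of DMSO wells and -100% = zero luminescence signal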
# GSK3A inh = inhibitors of human GSK-3 alpha kinase. P49840. ADP-Glo luminescence, 60 min. inhibition, % at 10 µM. 320,000 compounds, 0.1% hits;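 in the data active = inhibition above about 50%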;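 also: GST-tagged GSK-3 alpha with peptide substrate and 25 µM ATP; 0% = DMSO neutral wells and 100% = GW8510 positive control wells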
# Target sequence (P49840 whole entry, looked up): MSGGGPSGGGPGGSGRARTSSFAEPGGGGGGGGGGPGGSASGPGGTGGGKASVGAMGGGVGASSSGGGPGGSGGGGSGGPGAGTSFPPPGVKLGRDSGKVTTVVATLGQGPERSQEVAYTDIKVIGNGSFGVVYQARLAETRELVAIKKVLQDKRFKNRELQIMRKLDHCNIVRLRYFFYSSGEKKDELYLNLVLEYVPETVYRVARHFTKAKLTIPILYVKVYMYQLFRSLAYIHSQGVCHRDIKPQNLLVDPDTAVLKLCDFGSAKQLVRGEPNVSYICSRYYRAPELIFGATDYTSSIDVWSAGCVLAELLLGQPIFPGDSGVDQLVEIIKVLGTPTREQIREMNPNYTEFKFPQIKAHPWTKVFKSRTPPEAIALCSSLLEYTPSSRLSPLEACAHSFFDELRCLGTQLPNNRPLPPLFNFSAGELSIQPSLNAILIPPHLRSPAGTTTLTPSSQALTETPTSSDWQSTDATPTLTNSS
# KLF5 inhibitor = inhibitors of KLF5 expression; DLD-1 KLF5 promoter-luciferase reporter, luminescence; inhibition, % at 5 µM; AID 1700; 290,000 compounds, 0.23% hits;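 active = inhibition above a per-plate limit of that plate's mean compound inhibition plus 3 SD, cut at about 60% in these data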;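 also: 0% = DMSO wells and 100% = LY294002 at 200 µM; higher means less KLF5 promoter-driven luciferase light; inactives centre near -14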
# aSyn UTR inh = MLPCN primary screen, SNCA 5' untranslated region; alpha-synuclein 5'UTR reporter, inhibitor activity; inhibition, % (tested at 7.5 µM); 300,000 compounds, 0.82% hits; in the data active = inhibition above about 60%;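 also: H4 neuroglioblastoma cells stably carrying SNCA 5'UTR luciferase fusion; 0% = DMSO wells and 100% = positive control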
# HSF1 activator = increases HSF-1 driven luciferase reporter signal; AID 504408; 300,000 compounds, 1.7% hits; activation, % at 9 µM; NIH3T3-HGL HSF-1 luciferase reporter, MG132, 8 h; 100% = twice DMSO control signal;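 active = mean replicate activation of at least 50% with a set share of replicates each reaching 50%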;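 also: 0% = median of the neutral control wells and 100% = twice that signal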
# GSK3beta inhib = human GSK3beta kinase inhibition | P49841 | AID 2097 | 300,000 compounds, 0.038% hits | GST-GSK3beta kinase, ADP-Glo luminescence, 60 min; active compounds read low | activity score (negative = inhibition), % at 10 µM;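 active = more than half of replicate wells score below -50%, meaning over 50% inhibition versus plate controls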;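 also: 0% = median DMSO wells and -100% = median GW8510 positive control wells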
# Target sequence (P49841 whole entry, looked up): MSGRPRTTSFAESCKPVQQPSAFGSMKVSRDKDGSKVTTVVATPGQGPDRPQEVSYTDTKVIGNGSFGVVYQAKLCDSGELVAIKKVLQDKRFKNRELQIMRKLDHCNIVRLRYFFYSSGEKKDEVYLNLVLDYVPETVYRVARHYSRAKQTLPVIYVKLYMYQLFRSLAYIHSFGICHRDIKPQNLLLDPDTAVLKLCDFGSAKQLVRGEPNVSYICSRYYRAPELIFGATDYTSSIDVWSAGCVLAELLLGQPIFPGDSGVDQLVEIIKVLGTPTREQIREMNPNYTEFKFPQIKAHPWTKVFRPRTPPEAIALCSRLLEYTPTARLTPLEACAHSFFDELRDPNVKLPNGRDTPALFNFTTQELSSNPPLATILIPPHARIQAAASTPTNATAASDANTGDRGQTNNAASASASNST
#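 test system = GST-tagged human GSK3beta kinase, cell-free | reagent = 25 µM ATP with peptide substrate | dosing = one dose of 10 µM per compound | schedule = 60 min reaction, RT | detection = luminescent ADP-Glo measurement of ADP formed | control set = DMSO neutral wells and GW8510 at 20 µM as positive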
# * marks the source's active call; other numbers are inactive results; / = no result given.
[1] N#Cc1nc(-c2ccco2)oc1N1CCN(C(c2ccccc2)c2ccccc2)CC1
[2] CC(=O)N1CCN(C(=S)c2cccc([N+](=O)[O-])c2)CC1
[3] CCN(CC)CCNC(=O)NC1CCCCC1
[4] CC(C)(C)c1ccc(N=C2SCC(=O)N2Cc2cccs2)cc1
[5] Cc1ccc(/C=C2\SC(=S)N(CCC(=O)NCCCN3CCOCC3)C2=O)cc1
[6] COc1ccc(OC)c(C(C(=O)NCc2ccco2)N(C(=O)Cn2nnc3ccccc32)C2CC2)c1 (stereo unspecified)
[7] C=CCSc1nc(C)c(CCCC)c(=O)[nH]1
[8] COc1ccc(NC(=O)c2ccccc2C)c(OC)c1

entry no.,1,2,3,4,5,6,7,8
AI-2 QS mod,19,13,3,10,0,4,33,-11
IEC-6 tox,3,-2,2,7,-1,4,3,0
HIF activator,0.1,1.5,-0.6,1.4,1.7,-0.1,-0.7,0.1
HSP90 inh,7,0,4,-1,4,0,2,0
HSF1 inh,/,-2,-7,19,13,-2,-3,0
GSK3A inh,-2,-1,-2,-3,-3,-2,6,-2
KLF5 inhibitor,1,18,-26,-3,-16,3,-26,-42
aSyn UTR inh,6,15,-19,-72,17,-13,11,10
HSF1 activator,/,-1,-1,22,18,9,6,14
GSK3beta inhib,-6,1,-2,-4,-1,0,7,4

[9] Cc1ccccc1NC(=O)CCN1CCN(C)CC1
[10] CCc1nnc(NC(=O)C23CC4CC(CC(C4)C2)C3)s1
[11] O=C(Nc1cnc2ccccc2c1)N1CCOCC1
[12] Cc1nn(-c2cc(C(F)(F)F)ccn2)c(=O)o1
[13] O=C(O)c1ccc(S(=O)(=O)c2ccccc2)cc1
[14] COc1ccc(C(C(=O)NC(C)(C)C)N(C(=O)CCC(=O)Nc2cc(C)on2)c2ccc(C)c(C)c2)cc1 (stereo unspecified)
[15] COCCn1c(SCC#N)nnc1-c1ccccc1
[16] Cc1cc(OCC(=O)NC2CC2)c2c(C)cc(=O)oc2c1

entry no.,9,10,11,12,13,14,15,16
AI-2 QS mod,-6,10,16,5,49,2,19,11
IEC-6 tox,7,-28,1,-11,-2,-8,-7,3
HIF activator,-6.2,3.4,2.4,0.2,-0.4,0.2,-0.2,0.1
HSP90 inh,-1,-5,0,-1,2,4,-1,-3
HSF1 inh,26,0,7,0,-5,6,-9,1
GSK3A inh,0,-3,-1,-2,-4,-1,/,-1
KLF5 inhibitor,-28,-78,-60,-22,-3,-7,-34,-8
aSyn UTR inh,23,-253,-109,-3,8,9,9,7
HSF1 activator,48,-15,26,11,-2,1,0,-3
GSK3beta inhib,3,2,-5,-2,0,-3,1,1

# The final 4 records of the section before open the next one.
[13] O=C(O)c1ccc(S(=O)(=O)c2ccccc2)cc1
[14] COc1ccc(C(C(=O)NC(C)(C)C)N(C(=O)CCC(=O)Nc2cc(C)on2)c2ccc(C)c(C)c2)cc1 (stereo unspecified)
[15] COCCn1c(SCC#N)nnc1-c1ccccc1
[16] Cc1cc(OCC(=O)NC2CC2)c2c(C)cc(=O)oc2c1
[17] CCOC(=O)/C(=C/c1ccc(F)cc1)NC(C)=O
[18] Cc1ccc2sc(NC(=O)CN3C(=O)CCC3=O)nc2c1C
[19] COc1ccc(-n2c(SCC(=O)NCc3cccs3)nc3[nH]ncc3c2=O)cc1
[20] O=C(Nc1ccccc1N1CCOCC1)c1ccc2nc[nH]c2c1
[21] N#CCCn1cc(/C=C2\NC(=S)N(c3ccccc3)C2=O)c(-c2ccc(F)cc2)n1
[22] Clc1ccc(-c2nnc3c4ccccc4nc(N4CCOCC4)n23)cc1Cl
[23] NC(=O)c1ncc(C(F)(F)F)cc1Oc1cccc(F)c1
[24] O=C1c2cccnc2Oc2ccc(Cl)cc2N1Cc1ccc(F)cc1

entry no.,13,14,15,16,17,18,19,20,21,22,23,24
AI-2 QS mod,49,2,19,11,9,-70,-1,25,30,29,9,4
IEC-6 tox,-2,-8,-7,3,5,-6,3,-4,-2,2,1,5
HIF activator,-0.4,0.2,-0.2,0.1,-0.9,-0.1,-0.7,-0.3,-0.2,0.8,-1.1,0.0
HSP90 inh,2,4,-1,-3,0,1,3,-2,1,0,-2,3
HSF1 inh,-5,6,-9,1,-2,1,5,2,1,9,-3,-79*
GSK3A inh,-4,-1,/,-1,-2,-4,3,/,0,-2,-2,/
KLF5 inhibitor,-3,-7,-34,-8,15,-6,21,-13,-12,-22,-38,-50
aSyn UTR inh,8,9,9,7,7,7,-18,-4,11,-43,8,22
HSF1 activator,-2,1,0,-3,-2,3,12,6,10,7,-1,-84
GSK3beta inhib,0,-3,1,1,0,2,-5,-10,0,1,0,3

[25] C/C(=N/NS(=O)(=O)c1ccc(C)c(C)c1)c1c[nH]c2ccccc12
[26] CC1(C)OC(=O)C(=CNc2ccccc2)C(=O)O1
[27] COc1ccc2[nH]cc(C(=O)CN3CC(C)CC(C)C3)c2c1 (stereo unspecified)
[28] CCCN1CCC(NC(=S)Nc2ccc([N+](=O)[O-])cc2)CC1
[29] Cc1[nH]c2ccccc2c1/C=N/Nc1cccc(C(=O)O)c1
[30] O=C(CC(c1ccccc1)c1ccccc1)N1CCN(c2ccccn2)CC1
[31] COc1cccc(C(=O)NNC(=O)/C=C/c2ccccc2)c1
[32] CCOC(=O)c1ccc(N2CCN(C(=O)c3ccccc3)CC2)c(NC(=O)c2ccco2)c1

entry no.,25,26,27,28,29,30,31,32
AI-2 QS mod,-4,-6,17,22,-1,-22,14,4
IEC-6 tox,-4,2,1,7,-13,2,-2,-3
HIF activator,0.0,0.2,0.1,1.5,-1.3,-0.8,0.0,-0.1
HSP90 inh,-4,0,2,-3,54*,-1,-9,-2
HSF1 inh,2,-1,2,2,-36,9,-13,-1
GSK3A inh,-3,-2,-3,9,10,-2,-2,-2
KLF5 inhibitor,-28,3,3,-14,-62,2,26,6
aSyn UTR inh,-4,5,-3,-80,-101,-1,-47,5
HSF1 activator,-7,7,-13,11,-34,9,-13,-1
GSK3beta inhib,-8,2,2,0,-2,4,2,-5

# Profiles from above:
# `CCOC(=O)c1ccc(N2CCN(C(=O)c3ccccc3)CC2)c(NC(=O)c2ccco2)c1` across the screens: AI-2 QS mod: 4; IEC-6 tox: -3; HIF activator: -0.1; HSP90 inh: -2; HSF1 inh: -1; GSK3A inh: -2; KLF5 inhibitor: 6; aSyn UTR inh: 5; HSF1 activator: -1; GSK3beta inhib: -5
# `COc1ccc(-n2c(SCC(=O)NCc3cccs3)nc3[nH]ncc3c2=O)cc1` across the screens: AI-2 QS mod: -1; IEC-6 tox: 3; HIF activator: -0.7; HSP90 inh: 3; HSF1 inh: 5; GSK3A inh: 3; KLF5 inhibitor: 21; aSyn UTR inh: -18; HSF1 activator: 12; GSK3beta inhib: -5

# The listing continues:
[33] COc1ccc(C(=O)COC(=O)C2CCC(=O)N2)cc1 (stereo unspecified)
[34] O=C(O)c1ccc(NC(=O)c2ccccc2NC(=O)c2ccccc2Cl)cc1
[35] O=C(O)c1c2c(nc3ccc(F)cc13)CCC2
[36] COc1cc(-c2nc(C(=O)NC3CCCCC3)cc3c2[nH]c2ccccc23)cc(OC)c1OC
[37] NC(=O)NOCc1cccc(Cl)c1
[38] CC(C)Cc1csc(NC(=O)c2ccc(F)cc2)c1C(=O)O
[39] Cc1nn(C)c(C)c1S(=O)(=O)NCc1cccs1
[40] CCOC(=O)CNS(=O)(=O)c1ccc(S(=O)(=O)NC2CC2)cc1

entry no.,33,34,35,36,37,38,39,40
AI-2 QS mod,10,-11,3,58,4,28,28,3
IEC-6 tox,-3,-6,-1,14,-6,5,4,3
HIF activator,0.7,0.5,0.0,-0.6,0.2,-0.2,-25,0.9
HSP90 inh,1,-3,0,1,-3,1,4,-2
HSF1 inh,1,9,1,7,-3,-43,-9,0
GSK3A inh,1,/,-2,-19,0,-5,0,1
KLF5 inhibitor,-41,-32,-25,-38,-18,7,-8,-36
aSyn UTR inh,-22,3,-6,7,18,-35,14,-14
HSF1 activator,20,-1,12,12,-5,-58,0,3
GSK3beta inhib,-1,-2,-2,-1,2,1,0,0

[41] O=C(CN1C(=O)S/C(=C\C=C\c2ccccc2)C1=O)Nc1cccc(O)c1
[42] C=CCOC(=O)Nc1ccc(Cl)cc1NC(=O)OCC=C
[43] CNC(=S)Nc1cccc(S(=O)(=O)NC2=NCCC2)c1
[44] Cc1ccc(C(=O)N2CCCC(C(=O)c3ccc(Cl)cc3C)C2)cn1 (stereo unspecified)
[45] CCNC(=O)C/C(C)=N/NC(=O)C1CCCCC1
[46] O=C(CCOc1ccc(F)cc1)Nc1nccs1
[47] COc1ccc(C2c3ccc(O)cc3Oc3ncn(CC(C)C)c(=N)c32)cc1 (stereo unspecified)
[48] COC(=O)c1[nH]c(C)c(/C(O)=C2\C(=O)C(=O)N(CCN(C)C)C2c2ccc(C)o2)c1C (stereo unspecified)

entry no.,41,42,43,44,45,46,47,48
AI-2 QS mod,16,28,-15,-1,35,-4,26,8
IEC-6 tox,3,-3,0,10,5,5,-9,5
HIF activator,2.5,-0.7,0.0,0.0,0.0,0.4,0.1,-0.2
HSP90 inh,-3,0,3,5,0,4,5,3
HSF1 inh,105,4,-2,4,-3,-4,3,-4
GSK3A inh,-2,-1,-2,-2,-2,-1,0,4
KLF5 inhibitor,-27,-10,-44,-1,12,2,-17,-36
aSyn UTR inh,-218,10,1,-7,17,-13,-5,5
HSF1 activator,154*,8,-24,-5,20,15,-10,-14
GSK3beta inhib,1,-1,2,0,1,2,0,-6

[49] Cc1nc(=O)c(-c2ccccc2)c(C)n1Cc1ccccc1
[50] Cc1nnc(SCC(=O)c2ccc(Cl)cc2)n(N)c1=O
[51] CCOC(=O)C1CCN(CC(O)COc2ccc(C(C)(C)CC)cc2)CC1 (stereo unspecified)
[52] COc1ccc(CCNC(=O)Cn2c(=O)n(-c3ccc(F)cc3)c(=O)c3sccc32)cc1OC
[53] c1cc2c3c(cccc3c1)C(N1CCCCC1)=N2
[54] Cn1c(=O)c2c(nc(N3CCCCC3)n2CCNC2=NCCC2)n(C)c1=O
[55] Cc1cccc2cc(CN(CC3CCCO3)C(=S)NCc3ccco3)c(=O)[nH]c12 (stereo unspecified)
[56] COc1ccc(CNC(=O)CCS(=O)(=O)c2ccc3c(c2)CCN3C(C)=O)cc1
[57] CCC(=O)NC(C)c1nc2ccccc2n1C (stereo unspecified)

entry no.,49,50,51,52,53,54,55,56,57
AI-2 QS mod,15,/,-8,-4,11,21,16,25,16
IEC-6 tox,-8,4,6,3,3,3,6,-5,2
HIF activator,-0.2,/,-0.5,3.5,0.3,0.1,-0.1,-0.5,0.6
HSP90 inh,-1,15,3,-3,5,1,0,-4,0
HSF1 inh,2,/,-2,3,0,1,2,-5,-6
GSK3A inh,1,1,2,/,-3,-1,-1,-10,-1
KLF5 inhibitor,-16,-95,-28,-19,-10,-34,-1,-16,-20
aSyn UTR inh,1,/,-17,-16,6,-7,11,15,-6
HSF1 activator,17,/,0,-15,-4,-2,16,2,-15
GSK3beta inhib,-1,/,1,-5,0,0,0,-21,-1
